# Bioassay records deposited in PubChem BioAssay by National Center for Advancing Translational Sciences (NCATS).
# GLS inhibitor = qHTS for Inhibitors of Glutaminase (GLS) | Glutaminase kidney isoform, mitochondrial (Homo sapiens), O94925 | GLS enzymatic activity, qHTS titration | Potency, µM (highest dose often 45.5 µM), for the others: at the highest dose activity change, negative = inhibition, usual class: inhibitors | hit rate 0.21% among 410,000 | AID 624170, 2012; also: potency is read from the fitted curve at half-maximal effect; % is scaled to controls: 0 for no effect and ±100 for the full control effect
#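 hKGA in 45 mM KH2PO4 pH 8.2, 0.02% Tween-20 with pin-transferred compounds; 1 mM L-glutamine (stock) plus glutamate oxidase/HRP/Amplex Red coupling added. Fluorescence read initially and after 30 min at RT.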
# PI4K2A inh = qHTS for small molecular inhibitors of PI4K2A; purified PI4K2A, ADP-Glo luminescence, 1 h; stronger effect = lower value; activity change, negative = inhibition, % at 76.9 µM; Phosphatidylinositol 4-kinase type 2-alpha (Homo sapiens), Q9BTU6; AID 1346378, 2018; hit rate 0.13% among 420,000; in the data active = activity change below about -50%; inconclusive = mostly about -30% to -49%;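 also: -100% = wells without enzyme as full effect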
#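 In this quantitative HTS, ADP production by PI4K2A was quantified luminescently after 1 h at ambient temperature; 100 microM adenosine served as plate-quality control.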
# PGK inhibitor = qHTS Assay to Find Inhibitors of Phosphoglycerate Kinase. hit rate 0.043% among 380,000. PGK/GAPDH coupled, Kinase-Glo luminescence, 60 min. Potency, µM (highest dose often 57.5 µM), inactives show at the top dose activity change, negative = inhibition, hits mostly inhibitors. AID 602233, 2012. Phosphoglycerate kinase, glycosomal (Trypanosoma brucei brucei), P07378; also: potency is read from the fitted curve at half-maximal effect; % is scaled to controls: 0 for no effect and ±100 for the full control effect; nearly all actives have a fitted effect of over 60% in size
# Target sequence (P07378 whole entry, looked up): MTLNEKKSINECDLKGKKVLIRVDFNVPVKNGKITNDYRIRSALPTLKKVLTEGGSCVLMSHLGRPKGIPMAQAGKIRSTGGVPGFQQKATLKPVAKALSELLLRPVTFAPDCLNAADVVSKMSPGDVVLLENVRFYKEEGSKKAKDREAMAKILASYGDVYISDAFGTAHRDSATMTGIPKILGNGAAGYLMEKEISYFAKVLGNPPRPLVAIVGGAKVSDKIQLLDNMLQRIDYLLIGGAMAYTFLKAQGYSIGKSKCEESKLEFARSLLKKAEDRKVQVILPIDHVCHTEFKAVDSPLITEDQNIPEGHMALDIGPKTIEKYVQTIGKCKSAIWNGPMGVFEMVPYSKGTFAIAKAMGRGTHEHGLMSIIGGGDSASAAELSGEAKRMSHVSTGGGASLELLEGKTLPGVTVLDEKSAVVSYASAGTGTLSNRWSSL
#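 Luminescent ATP detection (Kinase-Glo Plus) follows a 60-minute room-temperature incubation, with wells lacking PGK as controls. Buffer: 100 mM TEA (pH 7.6), 5 mM MgCl2, 0.01% Tween-20. Coupling enzyme GAPDH (100 nM final) supplies unstable 1,3-BPG in-well.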
# Pin1 inhibitor = qHTS Assay to Find Inhibitors of Pin1. Potency, µM (doses to about 115 µM), for the others: at the highest dose activity, negative = inhibition, actives largely listed as inhibitors. Peptidyl-prolyl cis-trans isomerase NIMA-interacting 1 (Homo sapiens), Q13526. AID 504891, 2011. hit rate 0.009% among 390,000. Pin1 FP peptide displacement, HiFluor488, 10 min; active = well fitted inhibition curve with a large enough effect in the polarisation, with a control signal flat, not every such curve was filed as active; inconclusive = small, poorly fitted or top-dose-only effect, or effect the other way, or a change in a side signal; inactive = no such curve, though single readings can be large or run the other way; the % refers to the polarisation; also: potency is read from the fitted curve at half-maximal effect; % is scaled to controls: 0 for no effect and ±100 for the full control effect
# Target sequence (Q13526 whole entry, looked up): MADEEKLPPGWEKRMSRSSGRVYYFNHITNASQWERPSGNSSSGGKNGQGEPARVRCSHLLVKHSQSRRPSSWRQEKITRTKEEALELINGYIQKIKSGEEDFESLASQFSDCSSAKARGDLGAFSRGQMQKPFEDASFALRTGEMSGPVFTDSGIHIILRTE
# TrxR1 substrate = qHTS Assay for Substrates of Mammalian Selenoprotein Thioredoxin Reductase 1 (TrxR1): qHTS. purified TrxR1 substrate turnover, NADPH consumption readout. Thioredoxin reductase 1, cytoplasmic (Rattus norvegicus), O89049. AID 588456, 2011. Potency, µM (series often up to 114 µM), without a hit: at the top dose activity change, negative = substrate turnover. hit rate 0.01% among 390,000; also: potency is read from the fitted curve at half-maximal effect; % is scaled to controls: 0 for no effect and ±100 for the full control effect; nearly all actives have a fitted effect of over 50% in size
#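 Rat TrxR1, dispensed at 90 nM, was prereduced with 400 uM NADPH (final) for 5 min at ~22 deg C, then incubated with compound 15 min before 400 uM selenite. A first-read NADPH fluorescence drop versus no-compound background flagged substrates.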
# TrxR1 inh = qHTS Assay for Inhibitors of Mammalian Selenoprotein Thioredoxin Reductase 1 (TrxR1): qHTS | recombinant rTrxR1, NADPH fluorescence consumption, selenite substrate | hit rate 1% among 390,000 | Thioredoxin reductase 1, cytoplasmic (Rattus norvegicus), O89049 | Potency, µM (doses to about 114 µM), inactives show at the highest dose activity change, negative = inhibition, most hits filed as inhibitors; also: potency is read from the fitted curve at half-maximal effect; % is scaled to controls: 0 for no effect and ±100 for the full control effect; nearly all actives have a fitted effect of over 65% in size
#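 Rat TrxR1 (90 nM in the dispensed reagent) was pre-reduced with 400 uM NADPH for 5 min at room temperature, then incubated with compound for 15 min. After 400 uM selenite was added, NADPH fluorescence (Ex 340/Em 450 nm) was followed for 8 min.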
# USP1-UAF1 inh = Inhibitors of USP1/UAF1: Primary Screen; hit rate 0.23% among 390,000; Potency, µM (titrated, usually from 57.1 µM), for the others: at the top dose activity change, negative = inhibition, actives largely listed as inhibitors; Ubiquitin carboxyl-terminal hydrolase 1 (Homo sapiens), O94782; recombinant USP1/UAF1, Ub-Rhodamine cleavage fluorescence; also: potency is read from the fitted curve at half-maximal effect; % is scaled to controls: 0 for no effect and ±100 for the full control effect; nearly all actives have a fitted effect of over 60% in size; inactives centre near -12
#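 1 nM enzyme complex + cpd, 15 min RT; start with Ub-Rho 150nM final; kinetic fluorescence ex 480/em 540, 6 reads q60 s. Buffer 50mM HEPES pH 7.8, 0.5mM EDTA, 0.1 mg/ml BSA, 1mM TCEP, 0.01% Tween-20.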
# IDH1 R132H inh = qHTS for Inhibitors of mutant isocitrate dehydrogenase 1 (IDH1): qHTS; IDH1-R132H enzyme, NADPH consumption, diaphorase/resazurin fluorescence; Potency, µM (series often up to 76.6 µM), for inactives: at the top dose activity change, negative = inhibition, actives largely listed as inhibitors; hit rate 0.093% among 390,000; AID 602179, 2012; also: potency is read from the fitted curve at half-maximal effect; % is scaled to controls: 0 for no effect and ±100 for the full control effect; nearly all actives have a fitted effect of over 65% in size
# Target sequence (O75874 whole entry R132H, stated change not applied): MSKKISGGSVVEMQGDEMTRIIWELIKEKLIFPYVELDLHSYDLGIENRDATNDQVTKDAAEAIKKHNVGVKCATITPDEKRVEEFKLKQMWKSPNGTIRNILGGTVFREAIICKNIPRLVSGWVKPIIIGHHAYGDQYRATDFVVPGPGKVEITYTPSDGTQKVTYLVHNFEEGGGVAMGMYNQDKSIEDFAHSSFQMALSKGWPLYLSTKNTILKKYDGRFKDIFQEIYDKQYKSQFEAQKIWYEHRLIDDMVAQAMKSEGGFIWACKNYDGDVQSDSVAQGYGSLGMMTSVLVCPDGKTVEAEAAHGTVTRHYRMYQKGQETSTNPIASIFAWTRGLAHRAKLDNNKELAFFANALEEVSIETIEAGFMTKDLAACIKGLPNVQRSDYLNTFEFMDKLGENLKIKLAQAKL
#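 IDH1-R132H (0.5 ug/mL) preincubated 30 min with compound, then NADPH (0.016 mM) and alpha-KG (2 mM) added; 80 min at RT, pH 7.5. Remaining NADPH coupled via diaphorase/resazurin to fluorescence (540/590 nm); concentration-response curves normalized to no-enzyme control.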
# HP1b chromo inh = HTS for Inhibitors of HP1-beta Chromodomain Interactions with Methylated Histone Tails; Chromobox protein homolog 1 (Homo sapiens), P83916; AlphaScreen HP1-beta / biotin-H3K9me3 peptide binding; Potency, µM (series often up to 114 µM), for inactives: at the top dose activity change, negative = inhibition, actives largely listed as inhibitors; hit rate 0.56% among 390,000; AID 540317, 2011; also: potency is read from the fitted curve at half-maximal effect; nearly all actives have a fitted effect of over 70% in size; inactives centre near 23
#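 Compound inhibition of the preformed complex between 50 nM HP1-beta and 50 nM biotinylated H3K9me3 peptide was read by AlphaScreen. Buffer was PBS pH 7.4 with 0.01% Tween-20. Incubations ran 30 min at room temperature, with 10 ug/mL donor/acceptor beads.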
# Starred values were filed as active, the others as inactive; i = inactive; ? = inconclusive; . = no result given; [ ] = another dose, or the depositor's remark. Unless noted, calls follow the shape of the dose curve; as a rule, active = well fitted curve in the direction sought with a large enough effect; inconclusive = small, poorly fitted or top-dose-only effect, or another doubt; inactive = no such curve, though single readings can be large; an effect the other way counts as inactive or inconclusive. Not all compounds are listed, so the mix of outcomes need not match the whole.
SMILES,GLS inhibitor,PI4K2A inh,PGK inhibitor,Pin1 inhibitor,TrxR1 substrate,TrxR1 inh,USP1-UAF1 inh,IDH1 R132H inh,HP1b chromo inh
COC(=O)C1=C(N)OC2=C(C(=O)CCC2)C1c1cccs1 (centres undefined),15%,-10,-7%,1%,-7%,?,-3%,30%,24%
COc1ccc(N2CCN(CCCn3cnc4c(SC)ncnc43)CC2)cc1,26%,-7,6%,.,.,.,-2%,-7%,.
COc1ccccc1CNC(=O)CN1C(=O)NC2(CCCC2)C1=O,2%,-5,i,2%,6%,4%,-15%,10%,62%[activator]
CCCNC(=O)Cn1nc(-c2ccc(F)cc2)c2cnc3ccc(F)cc3c21,-9%,1,-4%,-7%,8%[57.1 µM],21%[57.1 µM],-5%,-11%,-1%
COc1cccc(OC)c1C(=O)Nc1ccc(N2CCCCC2)cc1,51%[activator],3,-4%,1%,-1%,-6%,-16%,1%,13%
Cc1cccc(NC(=O)CSc2nc3ccccc3nc2N2CCC(C)CC2)c1,-2%,-1,5%,16%,4%,24%,-25%,-12%,109%[activator]
CCOc1ccc(/C=N/NC(=O)c2nnn(-c3nonc3N)c2-c2cccs2)cc1,12%,2,4%,1%,43%[activator],-1%,-10%,-12%,28%
COCCNC(=O)c1c(NC(=O)Cc2coc3cc(C)ccc23)sc2c1CCCC2,12%,0,-4%,32%[activator],9%,13%,-24%,0%,10%
CC(C)CN(C(=O)CN(C)C(=O)Cc1c(F)cccc1Cl)c1c(N)n(CC(C)C)c(=O)[nH]c1=O,3%,-7,-2%,.,.,.,3%,8%,.
Cc1c(NC(=O)Cn2[nH]c(=O)c3ccccc3c2=O)c(=O)n(-c2ccccc2)n1C,3%,-2,5%,-13%,11%[57.1 µM],12%,-18%,2%,27%
CCOC(=O)C1=C(C)NC(=O)CC1c1ccccc1OC (centres undefined),-12%,4,-4%,-5%,-1%,7%,-19%,3%,54%[activator]
O=C(NCc1ccccn1)c1nc(Cn2ccc([N+](=O)[O-])n2)no1,-1%,3,-1%,4%,1%,10%,?,10%,13%
Cc1ccc2cc(COC(=O)c3ccncc3)c(=O)[nH]c2c1,5%,5,-6%,1%,-9%,-8%,5%,23%,8%
Cc1ccc(C(NC(=O)N2CCCC2)C(Cl)(Cl)Cl)cc1F (centres undefined),0%,0,-1%,-3%,9%[57.1 µM],3%[57.1 µM],-9%,-1%,41%[activator]
COc1nc(Nc2ccc([N+](=O)[O-])cc2)nc(NC2CCCCC2)n1,0%,1,2%,16%,-12%,-17%,-11%,-7%,3%
CCn1c(SCC(=O)N2CCCCC2)nnc1-c1ccc(S(=O)(=O)N2CCN(C)CC2)cc1,5%,2,9%,-5%,16%,10%,-8%,17%,12%
CC(=O)NC(c1cc(F)c2cccnc2c1O)C1CC1 (centres undefined),10%,-3,1%,7%,-4%,-8%,.,.,33%
O=C(CCN1C(=O)c2ccncc2C1=O)Nc1ccc2c(c1)OCCO2,10%,-3,-11%,-8%,7%,15%,-16%,1%,?
Cc1c(C(=O)N(Cc2ccncc2)CC2CCCO2)oc2c(F)cccc12 (centres undefined),10%,1,-1%,-4%,10%,46%[activator],-14%,10%,28%
CCC(C)NC(=O)CCSc1nc(-c2ccc3c(c2)OCO3)cc(C(F)(F)F)n1 (centres undefined),6%,1,11%,-4%,16%,-9%,-16%,3%,52%[activator]
O=C(CSC1=NCCS1)N1CCCCCC1,1%,3,4%,-2%,0%,-6%,6%,3%,27%
O=C(NCCO)/C(=C/c1ccc2c(c1)OCO2)NC(=O)c1ccc(Br)cc1,9%,-6,7%,2%,5%[57.1 µM],7%[57.1 µM],-9%,4%,30%
CN(c1ccccc1C(=O)Nc1ccc(S(=O)(=O)N2CCOCC2)cc1)S(C)(=O)=O,11%,-1,i,9%,-6%,-5%,-3%,10%,8%
O=C(O)c1cc(=O)c2cccc(O)c2[nH]1,.,.,.,3%,0%[0.457 µM],-3%,.,.,49%[activator]
COc1ccc(C2(CNC(C)=O)CCOCC2)cc1OC,6%,-1,-3%,7%,4%,10%,-15%,-2%,21%
Cc1cccc(N(CC(=O)O)CC(=O)O)c1,32%[activator],-2,i,3%,0%,-2%,-16%,9%,1%
CC(=O)c1ccc(NC(=O)Cn2cnc(S(=O)(=O)N3CCOCC3)c2)cc1,-7%,-2,-7%,2%,-1%,6%,-24%,0%,51%[activator]
COc1ccc(OC)c(NS(=O)(=O)c2ccc(NC(=O)c3ccc(NS(C)(=O)=O)cc3)cc2)c1,1%,2,1%,-6%,-6%,5%,-17%,3%,9%
COc1ccc(C)cc1NC(=O)CN1CCN(S(=O)(=O)c2ccc(F)cc2)CC1,-11%,-3,-9%,0%,7%[57.1 µM],20%[57.1 µM],-8%,4%,50%[activator]
Cc1ccc(-n2ncc3c(Nc4c(C)n(C)n(-c5ccccc5)c4=O)ncnc32)c(C)c1,0%,-2,-2%,-6%,-3%,25%,-8%,6%,31%
CCOc1cc(C(=O)Nc2ccc(NC(=O)c3cc4ccccc4o3)c(OC)c2)cc(OCC)c1OCC,-18%,0,5%,19%,4%,14%,6%,-1%,20%
O=C(c1cccc(S(=O)(=O)N2CCN(c3ccc(F)cc3)CC2)c1)N1CCCC(C(F)(F)F)C1 (centres undefined),1%,-16,-4%,20%,-1%,14%,-13%,4%,?
CCOc1ccc(NC(=O)CN(C)CC(=O)Nc2ccc(F)c(F)c2F)cc1OCC,-7%,-3,-4%,-2%,-3%[57.1 µM],12%[57.1 µM],-6%,7%,34%
Cc1cc(C(=O)COc2ccc(F)cc2Br)c(C)n1C1CC1,-5%,-1,-2%,3%,-11%,-23%,-16%,8%,11%
CCSc1ncc(Cl)c(C(=O)Nc2ccc(S(=O)(=O)N3CCCCC3CC)cc2)n1 (centres undefined),-3%,-3,-3%,30%[activator],-5%,10%,-18%,-30%,18%
CCN(CC)CCN(C(=O)C1CCCCC1)c1nc2cc3c(cc2s1)OCO3,8%,4,7%,?,-5%,5%,-9%,-4%,-7%

# A run of entries from the list above:
SMILES,GLS inhibitor,PI4K2A inh,PGK inhibitor,Pin1 inhibitor,TrxR1 substrate,TrxR1 inh,USP1-UAF1 inh,IDH1 R132H inh,HP1b chromo inh
COc1ccc(C2(CNC(C)=O)CCOCC2)cc1OC,6%,-1,-3%,7%,4%,10%,-15%,-2%,21%
Cc1cccc(N(CC(=O)O)CC(=O)O)c1,32%[activator],-2,i,3%,0%,-2%,-16%,9%,1%

# (continued)
SMILES,GLS inhibitor,PI4K2A inh,PGK inhibitor,Pin1 inhibitor,TrxR1 substrate,TrxR1 inh,USP1-UAF1 inh,IDH1 R132H inh,HP1b chromo inh
Cc1ccc(NC(=O)CN(C)CC(=O)Nc2ccccc2-c2ccccc2)cc1,-9%,-11,-4%,1%,4%,11%[57.1 µM],-14%,4%,-16%
O=C(NCC1CCCCC1)c1ccccc1[N+](=O)[O-],-6%,5,-10%,-2%,6%,8%,-8%,1%,49%[activator]
CCOC(=O)c1c(C)[nH]c(C)c1C(=O)COC(=O)c1ccc(Cl)nc1,0%,-7,10%,17%,9%[57.1 µM],-3%[2.29 µM],?,-1%,14%[57 µM]
CCC(C)NC(=O)CS(=O)(=O)Cc1nc(-c2cccc(OC)c2)oc1C (centres undefined),5%,-8,-10%,-6%,7%[57.1 µM],9%[57.1 µM],-19%,1%,18%
COc1ccc(NC(=O)Nc2nnc(N3CCC(C)CC3)s2)cc1OC,-8%,3,i,-7%,4%,26%,-20%,6%,15%
COC(=O)CCC(=O)Nc1cccc(Br)c1,-9%,2,-7%,2%,4%,12%[57.1 µM],-19%,7%,26%
COc1ccc2c(c1OC)C(=O)OC2N1C(=O)CC[C@H]1C(=O)Nc1ccc2c(c1)OCO2 (some centres undefined),-4%,1,9%,?,4%,5%,-15%,-6%,33%
O=C(COC(=O)Cc1ccc([N+](=O)[O-])cc1)NC1CCCCCC1,-7%,4,0%,0%,-13%,-12%,-15%,16%,43%[activator]
O=[N+]([O-])c1cc(-c2csc(NC(CO)c3nc4ccccc4n3CCOCCO)n2)ccc1Cl (centres undefined),4%,-4,-6%,-9%,-10%,-4%,-24%,-12%,-2%
O=C(COC(=O)C1COc2ccccc2O1)NC(=O)Nc1ccc2c(c1)OCCO2 (centres undefined),-2%,-3,5%,-2%,-3%,-1%,-12%,1%,27%
CCOC(=O)Cn1cnc2c(cnn2-c2ccc(Cl)cc2)c1=O,15%,-1,-1%,8%,-2%,-3%,1%,5%,36%
